CHRM1 agonist = activates human CHRM1 receptor; CHO-K1 hM1, Fluo-8 calcium fluorescence, agonist mode; 0% DMSO, 100% acetylcholine EC100; AID 588814; 360,000 tested, 0.33% active; P11229; activation, % at 3 µM;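 active means activation above the run's mean compound activation plus 3 SD, cut at about 16% in these data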;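 further: peak over basal fluorescence ratio within a 140 s kinetic read after compound addition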
Target sequence (P11229 whole entry, looked up): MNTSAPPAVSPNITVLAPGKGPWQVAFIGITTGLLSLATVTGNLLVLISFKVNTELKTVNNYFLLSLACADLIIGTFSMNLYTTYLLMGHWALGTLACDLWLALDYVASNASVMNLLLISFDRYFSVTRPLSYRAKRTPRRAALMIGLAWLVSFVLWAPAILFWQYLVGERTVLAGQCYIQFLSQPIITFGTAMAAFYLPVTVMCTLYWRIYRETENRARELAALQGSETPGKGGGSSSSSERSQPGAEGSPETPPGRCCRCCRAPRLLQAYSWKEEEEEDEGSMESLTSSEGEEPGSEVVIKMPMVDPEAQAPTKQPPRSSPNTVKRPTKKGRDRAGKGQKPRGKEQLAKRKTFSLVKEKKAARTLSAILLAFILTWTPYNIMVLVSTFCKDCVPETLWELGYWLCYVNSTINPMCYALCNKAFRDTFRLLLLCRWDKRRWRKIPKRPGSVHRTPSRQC
CHO-K1 Ca antag = M1 antagonist counterscreen hit in parental CHO-K1 cells | ATP-induced calcium, Fluo-8 fluorescence | inhibition, % at 3 µM | AID 602250 | 360,000 tested, 0.6% active;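 active means inhibition above a per-plate cutoff, the plate's mean sample inhibition plus 3 SD, cut at about 24% in these data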;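 further: 0% = DMSO plus EC80 ATP and 100% = DMSO alone without ATP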
M1 ag parental = nonselective activator or artifact in parental CHO-K1 cells; Fluo-8 calcium fluorescence; scaled to maximal ATP response, vehicle zero; activation, % at 3 µM; 360,000 tested, 0.48% active; in the data active means activation above about 15%;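 further: untransfected CHO-K1 host cells lacking M1 receptor as counterscreen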
TAAR1 agonist = human TAAR1 agonism | AID 624467 | activation, % at 3 µM | 360,000 tested, 0.99% active | CHO RD-HGA16 TAAR1, Fluo-8 calcium fluorescence; vehicle wells 0%, saturating PEA agonist 100% | Q96RJ0;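 active means activation above the mean activation of all test compounds in the run plus 3 SD, cut at about 38% in these data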
Target sequence (Q96RJ0 whole entry, looked up): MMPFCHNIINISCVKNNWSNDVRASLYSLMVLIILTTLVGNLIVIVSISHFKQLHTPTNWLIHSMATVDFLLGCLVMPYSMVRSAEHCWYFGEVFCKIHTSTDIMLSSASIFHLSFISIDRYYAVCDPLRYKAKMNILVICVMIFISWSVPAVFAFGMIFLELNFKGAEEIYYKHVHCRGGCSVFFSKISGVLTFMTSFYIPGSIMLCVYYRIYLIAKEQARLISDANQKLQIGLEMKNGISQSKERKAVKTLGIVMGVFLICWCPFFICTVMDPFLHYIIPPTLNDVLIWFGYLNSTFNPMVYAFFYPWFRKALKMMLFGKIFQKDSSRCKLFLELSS
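test system = CHO RD-HGA16 cells carrying human TAAR1 plus Gα16 | schedule = 17-24 h seeding, 75 min 37 °C dye, 30 min RT | compound dosing = 3 µM single concentration | control set = DMSO and PEA EC100 | replicates = n 1 | signal = Fluo-8 fluorescence, 5 s baseline then 140 s kinetic read | measure = percent activation vs PEA EC100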
M1 antag = blocks human M1 muscarinic receptor; P11229; CHO-K1 hM1, Fluo-8 calcium fluorescence, ACh EC80 antagonist; inhibition, % at 3 µM; 360,000 tested, 1.3% active;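 active means percent inhibition above its own plate's cutoff, namely the mean of that plate's compound wells plus 3 SD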;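 further: peak over basal fluorescence ratio during 140 s after agonist addition; 0% = ACh EC80 plus DMSO and 100% = DMSO alone without agonist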
TAAR1 antagonist = antagonists of human TAAR1 | CHO RD-HGA16 TAAR1, Fluo-8 calcium fluorescence, antagonist | inhibition, % at 3 µM | 360,000 tested, 1.5% active;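 active means inhibition above a per-plate cutoff, the mean inhibition of test compounds on that plate plus 3 SD, cut at about 49% in these data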;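 further: 0% = DMSO plus EC80 beta-PEA response and 100% = DMSO alone without agonist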
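System: CHO RD-HGA16 cells bearing hTAAR1. Reagent: EC80 β-phenethylamine stimulus. Schedule: seeding 17-24 h prior, 75-min 37 °C, 30-min RT dye loading. Signal: Fluo-8 intracellular calcium dye fluorescence, real-time kinetic reads. Read-out: % inhibition from peak post-agonist over basal fluorescence ratio. Benchmarks: vehicle wells and EC80 agonist wells. Replicates: n of 1.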
M1 PAM parental = M1 PAM counterscreen hit in parental CHO-K1 cells | ATP EC20, Fluo-8 calcium fluorescence; 0% at ATP EC20, 100% at ATP max | activation, % at 3 µM | 360,000 tested, 0.02% active | AID 602247;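 active means activation above the run cutoff, the mean activation of all test compounds plus 3 SD, cut at about 40% in these data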;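 further: peak over basal fluorescence ratio in a 140 s read after ATP addition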
CHO parental Ca = counter-screen for OX1R antagonists: effect in parental CHO cells; inhibition, % at 5.6 µM; parental CHO-K1, ATP-induced calcium, Fluo-8 fluorescence; 330,000 tested, 0.63% active;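 active means inhibition above that plate's mean sample inhibition plus 3 SD, cut at about 26% in these data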;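 further: 0% = ATP-challenged DMSO wells and 100% = DMSO wells without ATP; some compounds past the cut are filed as inactive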
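Assay system: untransfected parental CHO cell line. Also added: ATP agonist challenge. Dosing: one dose, 5.6 µM nominal. Measured by: Fluo-8 fluorescence. Read-out: % inhibition. Benchmarks: ATP wells versus no-ATP DMSO wells. Repeats: no replicates.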
M1 PAM = human CHRM1 positive allosteric modulation; CHO-K1 hM1, Fluo-8 calcium fluorescence, ACh EC20; 0% = ACh EC20, 100% = maximal ACh; activation, % at 3 µM; 360,000 tested, 0.088% active; AID 588819; in the data active means activation above about 19%, passing the limit was not always enough
The depositor's hits bear a star; x = no result given.

The line under a structure holds: CHO-K1 Ca antag	M1 PAM parental	M1 PAM	M1 ag parental	M1 antag	TAAR1 agonist	CHO parental Ca	TAAR1 antagonist	CHRM1 agonist
COC(=O)CCCn1nc(NC(=O)COc2ccc(F)cc2)cc1C
    2	-1	12	0.2	-9	1	-2	-23	-5
COC(=O)c1cccc(NC(=O)c2ccc3c(c2)C(=O)N(Cc2cccnc2)C3=O)c1C
    -8	12	8	2.5	-17	2	-16	-60	1
CCn1c(SCC(=O)OC)nnc1-c1ccncc1
    -9	10	2	0.0	-18	8	-1	-7	-4
CCNC(=S)N1CCN(Cc2ccccc2)CC1
    10	6	-5	3.7	3	6	0	2	-4
Cc1cc(C)c(S(=O)(=O)N2CCCCC2)c(C)c1N(C)S(=O)(=O)c1ccccc1
    -12	10	-5	1.2	-10	1	-12	25	-4
Cc1cccc(NC(=S)Nc2ccc(Br)cc2)c1
    21	-6	-9	2.4	22	6	3	24	2
CSc1ccc(Cn2c(C)c(C(=O)NCc3ccccc3C(F)(F)F)sc2=O)cc1
    -7	27	-6	2.4	-1	2	x	52*	-5
COc1ccccc1C(CC(=O)Nc1ccc(Cl)cc1)c1ccc(OC(C)C)cc1 (stereo not given)
    -11	15	-13	0.4	-4	-1	-15	7	-8
Cc1cc(C)cc(C(=O)NCCN2CCOCC2)c1
    6	0	3	-0.2	-11	2	-4	-12	0
O=C(NCCS(=O)(=O)N1CCN(c2cccc(Cl)c2)CC1)c1cc(=O)c2ccccc2o1
    -11	-12	0	8.8	-6	7	-16	6	0
CCC(=O)N1CCN(c2nnc(-c3ccccc3)c3ccccc23)CC1
    -6	16	1	0.7	-7	5	1	-19	-10
O=C1CC(c2ccccc2)CN1C(=O)c1cccnc1 (stereo not given)
    -19	14	9	0.7	-12	-1	-3	-4	-4
CC(C)C(=O)NC(c1cccc([N+](=O)[O-])c1)c1c(O)ccc2ccccc12 (stereo not given)
    -3	5	-1	0.5	-1	8	-17	-6	-7
CCc1nnc(NC(=O)C(C)C)s1
    1	2	3	0.2	-20	13	-14	12	-3
CC(CN1CCOCC1)C(=O)O (stereo not given)
    -2	4	3	-0.3	-1	13	-7	2	-3
C=CCNc1nc(C(F)(F)F)nc2c1nnn2Cc1ccccc1Cl
    -16	12	6	0.0	-12	50*	10	16	2
CCc1ccc(C(C)NC(=S)NCc2ccc(F)cc2)cc1 (stereo not given)
    -4	-15	-12	11	40*	40*	14	44	0
CCOC(=O)C1=C(CN2CCc3ccccc32)NC(=O)NC1c1cc(C)ccc1C (stereo not given)
    -13	13	-1	0.1	-4	0	-4	-15	-8
Cc1cccc(-c2noc(CCC(=O)N3CCN(c4cc(C)ccc4C)CC3)n2)c1
    -13	21	-3	1.9	-2	1	-27	10	-5
CCCc1cc(=O)oc2cc(OCC(=O)Nc3ccccn3)ccc12
    6	-2	11	0.5	-8	5	-15	13	4
COCCN(C(=S)Nc1cccc(C)c1)C(C)c1cccs1 (stereo not given)
    -22	24	7	1.2	-12	-1	1	-8	-7
COc1cc(CCC(=O)OCC(=O)NCCc2ccc(S(N)(=O)=O)cc2)cc(OC)c1OC
    2	-4	4	-0.2	-2	5	-3	-1	-2
Cc1oc(-c2ccccc2F)nc1CN1CCC(C(=O)NCCC2=CCCCC2)CC1
    7	5	13	0.2	-6	2	-25	4	-4
Cc1ccsc1C(=O)OCC(=O)NC1CCCC1
    -9	8	5	0.8	-11	4	-6	1	-4
O=C(Nc1ccc2c(c1)OCO2)c1cccc2c1C(=O)N(C1CCCCC1)C2
    -8	19	10	0.2	-4	6	-32	-3	-6
COc1ccc(CN2C(=NC(=O)CCC3CCCC3)SC3CS(=O)(=O)CC32)cc1 (stereo not given)
    -10	-4	0	0.3	6	2	-8	-37	-2
Cn1c(C(=O)c2ccccc2)nc2ccccc21
    -9	10	0	-0.8	1	-2	-9	0	-4
Cc1noc(C)c1COc1ccc(C(=O)N2CCN(S(=O)(=O)c3ccc(Cl)cc3)CC2)cc1
    9	0	6	10.0	-2	1	-15	-18	-2
CN(C)CCn1c(SCc2ccccc2C#N)nc2c(sc3ccccc32)c1=O
    -2	-1	-1	3.0	-5	8	-12	32	-7
CC1CN(S(=O)(=O)c2ccc(C(=O)N(CCCN(C)C)c3nc4c(Cl)cccc4s3)cc2)CC(C)O1 (stereo not given)
    13	-26	-5	0.1	9	22	-26	-21	-5
O=C(NNC1=NS(=O)(=O)c2ccccc21)c1ccc([N+](=O)[O-])cc1
    3	3	17	-0.5	-17	0	-4	0	-1
Cc1nn(CC(=O)Nc2ccc(N3CCOCC3)cc2)c(C)c1Br
    -5	14	18	0.8	-5	3	-3	-9	7
O=C(CCN1C(=O)/C(=C/c2ccccc2Cl)SC1=S)Nc1cccnc1
    5	-6	-1	3.6	6	10	6	50*	2
CC1CCN(C(=O)c2ccc(NC(=O)CC3SC(N4CCCC4)=NC3=O)cc2)CC1 (stereo not given)
    -9	6	14	0.5	-12	1	-9	-6	0
COc1ccccc1OCCCOc1c(C)cc(C)cc1Br
    0	26	13	3.4	-15	-1	-26	-5	-7
COc1ccc(C(=O)OCC(=O)c2c[nH]c3ccccc23)cc1OC
    0	-8	-3	2.4	4	7	-11	21	-2
Cc1nn(-c2ccccc2)c2c1C(c1ccc(F)cc1)C(C#N)=C(N)O2 (stereo not given)
    5	-1	2	-0.5	0	0	-4	10	-2
Cc1ccc(NC(=S)NNC(=S)NNc2ccccc2)cc1C
    -2	0	4	-0.2	-4	3	x	4	-1
N#Cc1c(N)n(CCNC(=O)c2cccs2)c2nc3ccccc3nc12
    -5	2	3	0.6	7	12	-9	-3	-1
CCCOc1ccc(C(=O)NCC(c2ccco2)N(C)C)cc1 (stereo not given)
    -10	25	-10	0.2	-1	1	-7	-14	-15
CC1CCCC(NC(=O)CN2C(=O)NC(C)(c3cc(F)ccc3F)C2=O)C1C (stereo not given)
    -8	-5	1	0.3	-10	2	-6	-1	-1
COc1ccc(OC)c(-n2c(SCC(=O)NCc3ccco3)nnc2-c2c[nH]c3ccccc23)c1
    6	7	-11	0.1	26	1	11	6	-1
Cc1ccc(S(=O)(=O)N[C@@H](CC(C)C)C(=O)N2CCC(C(=O)N[C@@H](Cc3ccccc3)C(=O)O)CC2)cc1
    -2	12	4	0.3	-11	0	-8	-2	-5
CCCCCCN1C[C@@H](n2cc(-c3ccc(F)cc3)nn2)[C@H](O)C[C@@H]1c1ccccc1
    7	2	2	3.2	-5	1	x	6	-5
Cc1ccccc1NC(=O)CCc1c(C)nn(-c2ccc(N3CCCCC3)nn2)c1C
    1	13	8	5.9	-5	2	-4	-4	-3
O=C(C[n+]1ccccc1)Nc1c(Cl)cc(Cl)cc1Cl
    0	12	-3	1.1	5	6	4	-2	-13
O=C(NCc1cccnc1)Nc1cccc(NC(=O)NCc2cccnc2)c1
    7	1	2	-0.6	-1	3	-4	1	-5
CC(=O)c1ccc(N2CCN(C(=O)c3cc(-c4cccnc4)nc4ccc(Br)cc34)CC2)cc1
    8	-13	-8	3.0	21	25	-10	76*	-4
CCCCNC(=O)c1ccc2c(c1)S(=O)(=O)c1ccccc1C2=O
    -6	9	-3	3.2	-14	12	x	-12	-1
C=CCN(C(=O)CSC1=NC(=O)CN1C(C)=O)c1nc(C)c(-c2ccccc2)s1
    -1	-7	-3	-0.2	-1	2	-10	-18	-6
COc1ccc(C(=O)OCC(=O)C(C)(C)C)cc1S(=O)(=O)N(C)CCc1cccnc1
    -14	11	5	7.3	0	4	-1	-1	-4
O=C(Cc1c(Cl)cccc1Cl)OCC(=O)N1CCN(C(=O)c2ccco2)CC1
    10	0	8	-0.3	-8	7	-5	-1	-5
O=C(Nc1ccccc1C(=O)O)c1ccccc1
    -8	11	4	-0.5	-3	4	-14	-20	-5
COc1cc(/C=C2/C(=N)N3C(=NC2=O)SN=C3S(=O)(=O)C(C)C)ccc1OC(=O)c1ccco1
    -6	-2	12	0.8	-12	2	13	-48	-1
CCn1c(=O)cc(SCC(=O)N(C)Cc2ccccc2)c2ccccc21
    1	5	6	2.5	-8	10	-12	5	-3
CC(C)(C)[C@H]1COC(=O)CCC/C=C/C[C@H](CC(=O)N(CCO)Cc2ccccc2)C(=O)N1
    13	-18	4	-0.4	27	8	2	6	6
Fc1ccc(NC(=S)NC2CC3CCCC(C2)N3Cc2cccs2)cc1 (stereo not given)
    15	-15	-21	0.5	16	4	-25	-9	-13
O=S(=O)(Nc1ccc(O)c(Sc2nc3ccccc3s2)c1)c1cccc2ccccc12
    3	3	-6	1.3	6	11	0	19	-5
CC(C(=O)Nc1nccs1)N1C(=O)C2CC=CCC2C1=O (stereo not given)
    3	16	0	0.0	1	15	1	8	-4
Cc1cc(C)c(O)c(-c2cc(C(=O)NCCc3ccc(S(N)(=O)=O)cc3)[nH]n2)c1
    -6	-9	2	0.0	5	1	-3	3	-1

Continued.
The line under a structure holds: CHO-K1 Ca antag	M1 PAM parental	M1 PAM	M1 ag parental	M1 antag	TAAR1 agonist	CHO parental Ca	TAAR1 antagonist	CHRM1 agonist
CSc1ncccc1C(=O)N1CCCC(C(=O)c2ccc3ccccc3c2)C1 (stereo not given)
    -20	1	5	0.5	-7	1	-21	-5	-1
COC(=O)c1c(NC(=O)COC(=O)CNC(=O)c2ccco2)sc(C)c1C
    8	-12	-7	0.5	8	0	-19	6	-8
CCOC(=O)N1CCN(C(=O)c2cc3c(s2)-c2ccc(Cl)cc2S(=O)(=O)C3)CC1
    -6	18	2	0.8	3	7	-18	19	-5
COc1cccc(C(=O)N=c2sc3c(C)ccc(OC)c3n2C)c1
    -20	20	0	0.7	-11	1	-13	-1	-3
COC(=O)c1c(NC(=O)CN2C(=O)NC3(CCC(C(C)(C)C)CC3)C2=O)sc2c1CCCCC2 (stereo not given)
    3	2	0	-0.2	-1	1	-10	-16	-3
CN(C(=O)c1cc(COc2ccc(F)cc2Cl)on1)C1CCCc2ccccc21 (stereo not given)
    -4	-1	-4	2.1	7	4	-34	-7	-3

Entries shown so far with a nitro group on carbon (two):
The line under a structure holds: CHO-K1 Ca antag	M1 PAM parental	M1 PAM	M1 ag parental	M1 antag	TAAR1 agonist	CHO parental Ca	TAAR1 antagonist	CHRM1 agonist
CC(C)C(=O)NC(c1cccc([N+](=O)[O-])c1)c1c(O)ccc2ccccc12 (stereo not given)
    -3	5	-1	0.5	-1	8	-17	-6	-7
O=C(NNC1=NS(=O)(=O)c2ccccc21)c1ccc([N+](=O)[O-])cc1
    3	3	17	-0.5	-17	0	-4	0	-1

High-throughput results: PubChem BioAssay, The Scripps Research Institute Molecular Screening Center
